NALP3 yeast inh = NALP3 inhibition in yeast | actives 0.39% (n = 330,000) | inhibition, % at 10 µM | Yeast reconstituted NLRP3/ASC/caspase-1, beta-gal luminescence, 24 h;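 active = inhibition of 50% or more; inactive = inhibition below 50%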;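 note: plate controls were induced DMSO wells for no effect and uninduced yeast grown without galactose for full effect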
ATG4B inh = blocks human ATG4B protease cleavage of LC3 substrate. AID 504462. actives 0.51% (n = 340,000). ATG4B cleavage of LC3-PLA2, NBD-HPC fluorescence, 1 h. inhibition, % at 8.33 µM; in the data active = inhibition above about 40%
Target sequence (Q9Y4P1 whole entry, looked up): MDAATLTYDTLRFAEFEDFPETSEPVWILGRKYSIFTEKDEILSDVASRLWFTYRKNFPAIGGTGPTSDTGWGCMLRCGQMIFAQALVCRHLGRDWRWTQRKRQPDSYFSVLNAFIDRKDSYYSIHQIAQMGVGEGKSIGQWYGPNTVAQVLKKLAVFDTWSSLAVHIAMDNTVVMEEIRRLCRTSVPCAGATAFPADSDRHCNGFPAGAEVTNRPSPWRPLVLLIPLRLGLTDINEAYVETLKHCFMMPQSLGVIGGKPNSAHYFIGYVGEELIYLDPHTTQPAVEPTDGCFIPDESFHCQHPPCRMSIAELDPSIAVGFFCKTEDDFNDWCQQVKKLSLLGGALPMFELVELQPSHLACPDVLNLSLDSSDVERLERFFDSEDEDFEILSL
mIAP inh = blocks mouse intestinal alkaline phosphatase; actives 0.2% (n = 330,000); inhibition, % at 10 µM; purified mouse IAP, CDP-Star luminescence, 30 min;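 active = inhibition of at least 40% at 10 µM in the primary screen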;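 note: plate controls were DMSO with enzyme for no effect and no enzyme wells for full effect; values of inactives mirror those of a sister screen read the other way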
mIAP activ = increases mouse intestinal alkaline phosphatase activity | muIAP, CDP-Star luminescence, 30 min; active compounds read high; 1 = vehicle-only enzyme signal, 0 = enzyme-free wells | activation factor at 10 µM | actives 0.24% (n = 330,000) | AID 2805;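 active = activation factor of at least 2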; note: the source names both 10 and 20 µM as test concentration; values of inactives mirror those of a sister screen read the other way
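Assay system: mouse IAP enzyme; Reagent: CDP-Star chemiluminescent phosphatase substrate; Compound: DMSO-dissolved test compounds; Incubation: 30 min, room temperature; Technique: luminescence from enzymatic CDP-Star hydrolysis; Controls: DMSO-only wells and no-enzyme negative control.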
hIAP act = increases human intestinal alkaline phosphatase activity | purified human IAP, CDP-Star luminescence, 30 min; active compounds read high; 1 = vehicle-only enzyme, 0 = enzyme-free background | activation factor at 10 µM | actives 0.16% (n = 330,000) | AID 2524;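 active = activation factor of the enzyme at least 2-fold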; note: the source names both 10 and 20 µM as test concentration; values of inactives mirror those of a sister screen read the other way
Target sequence (P09923 whole entry, looked up): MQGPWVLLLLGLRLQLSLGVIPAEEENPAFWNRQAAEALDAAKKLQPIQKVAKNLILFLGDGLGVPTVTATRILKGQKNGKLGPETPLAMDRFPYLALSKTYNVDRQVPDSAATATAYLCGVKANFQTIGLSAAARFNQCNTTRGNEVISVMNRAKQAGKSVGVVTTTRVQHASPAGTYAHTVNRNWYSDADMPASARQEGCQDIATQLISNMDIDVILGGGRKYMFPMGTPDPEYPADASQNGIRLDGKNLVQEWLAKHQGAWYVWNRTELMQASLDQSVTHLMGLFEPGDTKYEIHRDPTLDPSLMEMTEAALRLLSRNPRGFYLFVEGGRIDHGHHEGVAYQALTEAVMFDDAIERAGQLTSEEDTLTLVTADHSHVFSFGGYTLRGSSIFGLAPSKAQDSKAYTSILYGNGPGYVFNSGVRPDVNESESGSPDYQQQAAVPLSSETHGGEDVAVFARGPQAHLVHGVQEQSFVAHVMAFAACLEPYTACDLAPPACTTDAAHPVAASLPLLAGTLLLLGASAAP
TIM10 inh = growth inhibitors of TIM10 yeast strain | S. cerevisiae TIM10 strain growth, BacTiter-Glo luminescence, 24 h | inhibition, % at 10 µM | actives 1.4% (n = 330,000) | AID 463195;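 active = inhibition of 40% or more at the single tested concentration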;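 note: wild-type TIM10 isogenic control strain grown at permissive 25 °C; 0% = DMSO yeast wells and 100% = minimal medium wells without yeast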
hIAP block = human IAP inhibition; AID 2544; P09923; actives 0.12% (n = 330,000); purified IAP, CDP-Star luminescence, 30 min; inhibition, % at 10 µM;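 active = inhibition reaching a set limit with compound at 10 µM in the primary screen, cut at about 35% in these data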;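 note: plate controls were DMSO wells with enzyme for no effect and no-enzyme buffer wells for full effect; values of inactives mirror those of a sister screen read the other way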
Apaf-1 inh = blocks human Apaf-1 apoptosome activity; actives 0.71% (n = 330,000); reconstituted apoptosome caspase-3 activity, DEVD-Rh110 fluorescence; inhibition, % at 20 µM; active = inhibition of at least 40% at 20 µM;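 note: plate controls were DMSO wells for no effect and DEVD-CHO caspase inhibitor wells for full effect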
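Assay system – apoptosome proteins · Medium – Hepes buffer, pH 7.5 · Also added – cytochrome c with DEVD-Rh110 · Timing – 30 min compound preincubation, 50 min activation, room temperature · Detection – Rh110 fluorescence, excitation 480 nm, emission 540 nm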
tim10-1 inh = tim10-1 yeast growth inhibition; S. cerevisiae tim10-1 ts strain growth, BacTiter-Glo, 24 h; inhibition, % at 20 µM; actives 2.2% (n = 330,000); AID 463190;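 active = inhibition of at least 40%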;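 note: mutant grown at 25 °C; 0% = DMSO wells with yeast and 100% = wells holding no yeast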
Numbers without * were called inactive.

SMILES	NALP3 yeast inh	ATG4B inh	mIAP inh	mIAP activ	hIAP act	TIM10 inh	hIAP block	Apaf-1 inh	tim10-1 inh
CC1CCN(S(=O)(=O)c2c[nH]c(=O)[nH]c2=O)CC1	19	4	6	0.94	0.97	-6	2	0	-4
Cc1cc(S(=O)(=O)N2CCN(CC(=O)N(C)Cc3ccccc3)CC2)ccc1Br	12	-2	-3	1	1	14	-2	6	27
NC(=O)c1ccc(C2SCC(=O)N2CCc2ccccc2)cc1 (centres undefined)	1	-3	-9	1.1	0.85	6	15	-16	12
Cn1nccc1C(=O)Nc1ccc(OC(=O)c2ccnn2C)cc1	5	-6	-6	1.1	1.1	8	-9	0	7
CCOc1ccc(/C=C/c2nc(C#N)c(NCCCOC)o2)cc1	25	5	-13	1.1	1.1	-3	-6	-1	11
COC(=O)c1ccc(S(=O)(=O)NNC(=O)c2ccc(S(=O)(=O)N3CCCCC3)cc2)cc1	8	-3	-2	1	1.1	-9	-11	-8	28
COCCC(=O)N1CCC(Oc2ccc(C(=O)NCCc3cnn(C)c3)cc2)CC1	19	21	8	0.92	1.1	12	-15	3	16
O=C(COC(=O)c1cc(Br)ccc1O)Nc1ccc2c(c1)OCO2	13	-5	5	0.95	0.97	1	3	4	12
COc1ccc(OC)c(NC(=O)CSc2nncc(=O)n2N)c1	0	1	-2	1	1.3	5	-26	1	4
C=CCn1c(SCC(=O)NCC2CCCO2)nc2c([nH]c3ccccc32)c1=O (centres undefined)	10	-8	-1	1	1	2	-2	6	5
C=CC[C@@H](CC(=O)N[C@@H](CO)Cc1ccccc1)C(=O)N[C@H](COC(=O)[C@@H](CC=C)CC(=O)OC(C)(C)C)Cc1c[nH]c2ccccc12	10	-23	7	0.93	1.1	3	-7	-2	11
CCOCCCNC(=O)Cn1cnc2c(cnn2-c2ccc(C)c(C)c2)c1=O	17	-2	4	0.95	1	1	-4	-8	-6
Cc1ccc(C(=O)NNC(=O)c2ccncc2)cc1[N+](=O)[O-]	1	2	-6	1.1	0.94	6	6	-6	4
COc1ccc(-c2nc(N)n(C(=O)c3ccco3)n2)cc1	2	-7	-8	1.1	1	16	-1	-1	32
CCCN(CC(=O)Nc1ccccc1C)C(=O)c1ccc(-c2ccc([N+](=O)[O-])cc2)o1	-12	-9	15	0.85	1.1	-1	-6	2	2
CC(=O)c1ccc(NC(=S)N2CCN(S(=O)(=O)c3ccc(F)cc3)CC2)cc1	10	-6	4	0.95	1	11	0	0	4
CC(=O)C[C@H](O)CC(=O)[C@H]1OC(=O)CCCCC/C=C/Cc2ccccc21	9	-6	-13	1.1	1.1	5	-15	4	15
CCCNC(=O)N1CCC(c2ccc3c(c2)OCO3)CC1	2	-6	4	0.96	1.1	2	-12	9	4
COC(=O)N/N=C/c1cccc([N+](=O)[O-])c1	10	-4	-9	1.1	1.3	7	-31	-11	24
CCN(C(=O)COC(=O)CNC(=O)C12CC3CC(CC(C3)C1)C2)C1CCS(=O)(=O)C1 (centres undefined)	7	0	0	1	1	11	-1	-3	12

Among those listed so far, these have bromine.
SMILES	NALP3 yeast inh	ATG4B inh	mIAP inh	mIAP activ	hIAP act	TIM10 inh	hIAP block	Apaf-1 inh	tim10-1 inh
Cc1cc(S(=O)(=O)N2CCN(CC(=O)N(C)Cc3ccccc3)CC2)ccc1Br	12	-2	-3	1	1	14	-2	6	27
O=C(COC(=O)c1cc(Br)ccc1O)Nc1ccc2c(c1)OCO2	13	-5	5	0.95	0.97	1	3	4	12

Additional entries.
SMILES	NALP3 yeast inh	ATG4B inh	mIAP inh	mIAP activ	hIAP act	TIM10 inh	hIAP block	Apaf-1 inh	tim10-1 inh
CSc1ncccc1C(=O)OCC(=O)NCc1cccs1	13	-8	-2	1	1	9	-1	-2	-4
CCCOC1CCCN(Cc2nc(-c3cnccn3)no2)C1 (centres undefined)	7	-16	5	0.95	0.94	0	6	-3	5
O=C(NC1CCCN(c2ccc(C(F)(F)F)cn2)C1)c1ccnc(Cl)c1 (centres undefined)	24	2	-3	1	1.1	-19	-13	1	-14
Cc1c(C)c2ccc(OCc3ccc(C(=O)O)o3)c(C)c2oc1=O	2	-4	13	0.87	0.99	12	1	4	7
CC(C)(C)c1ccc2c(c1)OC(C(=O)N/N=C\c1ccncc1)CO2 (centres undefined)	-26	-12	-14	1.1	1.2	-79	-17	9	-64
Cc1ccc(-c2nnc(SCC#CCOC(=O)c3cccs3)o2)cc1	33	-4	2	0.98	1	10	-3	11	24
Cc1nc2ncccn2c1-c1csc(NCc2ccco2)n1	10	1	14	0.86	1	7	-2	2	9
NNC(=O)c1cc(-c2ccco2)[nH]n1	-9	10	19	0.81	1.5	13	-46	-15	5
COc1ccc(NC2CCCN(C(=O)c3csc(C)n3)C2)cc1 (centres undefined)	7	3	-3	1	1.1	-1	-11	-8	25
Cc1cccc(C)c1NC(=O)CNC(=O)c1cnccn1	3	5	5	0.95	0.95	-5	5	-2	13
CSCCC(NC(=O)c1ccccc1)C(=O)NC1CC1 (centres undefined)	-5	-13	-3	1	1.1	-10	-15	-3	8
COc1ccc(NC(=O)CCCCC(=O)Nc2ccc(OC)cc2OC)c(OC)c1	13	3	4	0.96	1.1	17	-6	-20	15
CCOCCCn1c(SCC(=O)NC(C)(C)C)nc2ccccc2c1=O	15	-5	-1	1	1.1	-14	-5	12	20
COc1cccc(NC(=O)COC(=O)c2ccc3c(c2)OCO3)c1	21	1	-9	1.1	0.95	0	5	-2	6
CCCC(=O)Nc1c2c(nn1-c1ccc(OC)cc1)CS(=O)C2 (centres undefined)	17	-1	0	1	1.1	7	-7	-2	10
FC(F)Sc1ccc(NC2=NCCCCC2)cc1	20	-3	-4	1	1	4	-4	2	11
COc1ccc(-c2noc(-c3ccccc3C(=O)NCc3ccco3)n2)cc1	30	1	11	0.89	1.1	-9	-15	-4	12
COc1ccc(C(Sc2ccccc2)c2ccccc2)cc1OC (centres undefined)	-13	5	0	1	0.95	8	5	21	8
CC(=O)Nc1cccc(NC(=O)c2ccc3c(c2)CCN3S(=O)(=O)c2ccccc2)c1	-6	-14	4	0.96	0.92	1	8	10	21
Cc1cc(C)nc(NS(=O)(=O)c2ccc(NC(=O)c3ccco3)cc2)n1	-2	-6	1	0.99	1.2	2	-20	-8	-1

5 compounds already listed, arranged by the value under NALP3 yeast inh, largest number first.
compound	NALP3 yeast inh	ATG4B inh	mIAP inh	mIAP activ	hIAP act	hIAP block
O=C(NC1CCCN(c2ccc(C(F)(F)F)cn2)C1)c1ccnc(Cl)c1 (centres undefined)	24	2	-3	1	1.1	-13
COc1cccc(NC(=O)COC(=O)c2ccc3c(c2)OCO3)c1	21	1	-9	1.1	0.95	5
COc1ccc(NC(=O)CCCCC(=O)Nc2ccc(OC)cc2OC)c(OC)c1	13	3	4	0.96	1.1	-6
COc1ccc(NC2CCCN(C(=O)c3csc(C)n3)C2)cc1 (centres undefined)	7	3	-3	1	1.1	-11
Cc1cccc(C)c1NC(=O)CNC(=O)c1cnccn1	3	5	5	0.95	0.95	5

(continued)
SMILES	NALP3 yeast inh	ATG4B inh	mIAP inh	mIAP activ	hIAP act	TIM10 inh	hIAP block	Apaf-1 inh	tim10-1 inh
Cc1ccc(NS(=O)(=O)c2cccc(C(=O)N(C)Cc3cccs3)c2)cc1	7	-4	1	0.99	1.1	-7	-10	15	5
CC(C(=O)OCC(=O)NC1CCCC1)N1C(=O)c2ccccc2C1=O (centres undefined)	25	-4	1	0.99	0.85	-11	15	-2	7
CCN1C(=O)C(O)(CC(=O)c2cccc(-n3cccc3)c2)c2ccccc21 (centres undefined)	-20	-7	10	0.9	0.95	29	4	-8	37
O=C(Nc1cccn2ncnc12)c1ccc(Cl)cc1	3	-7	-4	1	1.3	14	-27	2	19
Cc1cccc(C(=O)NC2CCN(CC(=O)N3CCOCC3)CC2)c1	-9	-5	0	0.99	1	6	0	1	3
Cc1ccnc(NC(=O)c2cccc(NC(=O)COc3ccccc3)c2)c1	14	3	-9	1.1	0.97	25	3	-11	14
Cc1noc(NS(=O)(=O)c2ccc(NC(=O)CCn3c(=O)oc4ccccc43)cc2)c1C	10	5	0	1	0.93	-10	7	-3	-15
CC(=O)c1ccc(-c2ccc(C(=O)NCC(c3ccco3)N(C)C)o2)cc1 (centres undefined)	4	-9	14	0.86	0.96	-17	4	-2	-2
COc1cccc(N2CCN(c3c4c(nc5ncnn35)CCC4)CC2)c1	11	13	10	0.9	0.97	3	3	0	20
COC(=O)[C@H](NC(=O)c1cc(-c2ccccc2)nc2ccccc12)c1ccccc1	12	-5	19	0.81	0.86	1	14	-2	16
CCc1ccc(S(=O)(=O)Nc2cccc(-c3ccc4nnc(C)n4n3)c2)s1	11	-1	7	0.93	0.97	-10	2	26	4
CCCOc1ccc(/C=c2\sc3nc(-c4ccco4)nn3c2=O)cc1OCC	9	-4	24	0.77	1.3	1	-27	13	0
O=S(=O)(NCC1CCCO1)c1ccc(S(=O)(=O)N(Cc2ccccc2F)C2CCCCC2)cc1 (centres undefined)	21	-4	3	0.97	1	12	-3	11	15
COc1ccc(C(CC(=O)Nc2ncccc2C)N2Cc3ccccc3C2=O)cc1 (centres undefined)	-10	-6	5	0.95	1	12	0	4	18
COc1ccccc1CNS(=O)(=O)c1cc2c3c(c1)CCC(=O)N3CCC2	16	-3	2	0.98	1.2	3	-17	10	-6
O=C(CN1C(=O)COc2ccc(S(=O)(=O)N3CCCC3)cc21)N1CCCC1	-8	-6	-13	1.1	1	-12	0	1	-6
O=C(CSc1nnc(-c2cccnc2)n1Cc1ccco1)c1ccc(Cl)cc1	14	-4	8	0.92	1.1	2	-8	1	19
Cn1c(SCCC(=O)O)nnc1-c1ccncc1	16	3	1	0.99	0.99	12	1	-28	10
CCN(CC)C(=O)c1sc(NC(=O)Cc2ccc(OC)cc2)c(C#N)c1C	3	-1	0	1	0.91	17	9	18	17
CC1=NOC(=O)/C1=C\c1ccc2c(c1)OCO2	14	-1	1	0.99	0.96	-11	4	-1	-4
COc1ccc(S(N)(=O)=O)cc1C(=O)N1CCCC1	0	0	-2	1	0.98	-7	2	7	-6
O=C(CCc1nnc(COc2ccccc2)o1)NCc1ccc(Cl)s1	15	2	-3	1	1.1	13	-7	17	22
CCOc1ccc(NC(=O)CN(C)C(=O)c2ccc3c(c2)C(=O)N(CCC(C)C)C3=O)cc1OCC	8	2	4	0.96	0.72	11	28	28	4
O=C(O)c1ccc(C2SCC(=O)N2Cc2ccco2)cc1 (centres undefined)	0	-6	1	0.99	1	-9	-2	-6	7
Cc1c(C(c2ccc(F)cc2)c2c(C)n(C)n(-c3ccccc3)c2=O)c(=O)n(-c2ccccc2)n1C	11	4	4	0.96	1.1	13	-6	-12	-12
CC1(C)NC(=O)N(CC(O)Cn2c3ccccc3c3ccccc32)C1=O (centres undefined)	0	-4	-7	1.1	1.2	-10	-16	-22	6
Cc1cc(C)cc(NC(=O)CCCn2nc(C)c3c(C)n(-c4ccccc4)nc3c2=O)c1	9	-3	0	1	1	13	-2	9	5
COC(=O)CNC(c1ccccc1Cl)c1cc(Br)ccc1NC(=O)CCN1CCOCC1 (centres undefined)	10	-9	-18	1.2	1.2	11	-18	-3	37
COC(=O)c1sc(-c2ccccc2)cc1NC(=O)C1CC1	17	1	10	0.9	0.85	21	14	13	20
Cc1ccc2[nH]c(=O)c(CN(c3cccc(C)c3C)S(=O)(=O)c3ccccc3)cc2c1	13	5	8	0.92	0.93	1	7	17	4
COc1cc(C)c(Br)cc1S(=O)(=O)NCCCN1CCOCC1	2	-2	-2	1	1	-17	-1	0	0
COc1ccc(CN2CCNC(=O)C2CC(=O)N(C)Cc2nccs2)c(OC)c1 (centres undefined)	7	1	-4	1	1.1	4	-7	1	-10
